LYP inhibition: inhibitors of LYP phosphatase, biochemical, fluorescence intensity, uHTS (AID 1779). recombinant LYP phosphatase, fluorescence intensity; higher % means a stronger effect. inhibition, % at 11.5 µM, or IC50 in µM where a hit was titrated. 0.054% of 290,000 active; in the data active = inhibition above about 50%;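 note: plate controls were vehicle with enzyme for no effect and no enzyme for full effect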
MgcRacGAP inhibition: MgcRacGAP GTPase-activating activity inhibitors, confirmation, biochemical, ADP Hunter fluorescence; MgcRacGAP-stimulated Rac1 GTP hydrolysis, ADP Hunter fluorescence; higher % means a stronger effect; GST-tagged Rac1 F28L mutant substrate; 0.6% of 340,000 active; one-dose inhibition, % at 30 µM; IC50 in µM for titrated hits;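 active = first-screen hits whose inhibition reached a set limit at any dose in the follow-up dose series; inconclusive = inhibition above the set first-screen limit but never retested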;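 note: fluorescence reports GDP produced by GAP-driven GTP hydrolysis; strong numbers were not always called active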
Large T inhibition: SV40 large T antigen inhibitors, biochemical (AID 1903); 0.39% of 310,000 active; inhibition, % at 20 µM; hits with a dose series show IC50 in µM; SV40 large T antigen ATPase/helicase inhibition assay; higher % means a stronger effect; in the data active = a potency from the dose series; inconclusive = inhibition mostly from about 32% at the one dose, without a potency; inactive = the rest, 99 in 100 with inhibition below about 32%; note: strong numbers were not always called active
Dengue-2 NS5 capping: Dengue-2 NS5 methyltransferase inhibitors, primary screen, biochemical, confirmation dose response (AID 588689). 0.3% of 340,000 active. Dengue-2 NS5 methyltransferase capping enzyme assay, biochemical; higher % means a stronger effect. inhibition, % at 25 µM; hits with a dose series show IC50 in µM; in the data active = a potency from the dose series; inconclusive = inhibition above about 29% without an active follow-up result
GPR35 arrestin U2OS: GPR35 antagonists blocking zaprinast-driven arrestin recruitment, primary screen, imaging, U2OS, beta-arrestin-GFP, zaprinast agonist (AID 2058); U2OS GPR35 beta-arrestin-GFP translocation imaging, zaprinast antagonism; higher % means a stronger effect; 0.052% of 290,000 active; inhibition, % at 10 µM, or IC50 in µM where a hit was titrated;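 active = inhibition of at least 50% with at least 30 cells and total cytoplasm GFP at most 10,000,000; inconclusive = under 30 cells or total GFP of 10,000,000 plus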
RSV CPE inhibition: RSV antiviral activity via CPE protection, HEp-2 cells, primary 10 µM value included (AID 2391); HEp-2 cells, RSV-induced CPE inhibition; higher % means a stronger effect; CPE inhibition, % at 10 µM, or IC50 in µM where a hit was titrated; 0.13% of 310,000 active; in the data active = a potency from the dose series; inconclusive = CPE inhibition mostly from about 23% at the one dose, without a potency; inactive = the rest, 99 in 100 with CPE inhibition below about 21%; note: strong numbers were not always called active
CSM14.1 death rescue: rescue of cells from ER stress-induced death, primary screen, 384-well, CSM14.1, thapsigargin, ATP luminescence (AID 1222); CSM14.1 thapsigargin-induced death rescue, ATP luminescence; higher % means a stronger effect; cellular ATP content (survival), % at 20 µM, or EC50 in µM where a hit was titrated; 190,000 tested, under 10 active;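 active = EC50 below 50 µM in the dose-response confirmation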;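 note: death triggered by thapsigargin at about 15 µM added after 2 h compound pretreatment; cell ATP read after overnight thapsigargin exposure of roughly 18 to 22 hours; normalized against plate controls of thapsigargin alone and 5% DMSO vehicle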
West Nile antiviral: West Nile virus antiviral activity, cell-based, CPE readout (AID 1621) | CPE inhibition, % at 10 µM; hits with a dose series show IC50 in µM | West Nile virus-infected cells, CPE inhibition; higher % means a stronger effect | 0.02% of 290,000 active; in the data active = a potency from the dose series; inconclusive = CPE inhibition mostly from about 3.7% at the one dose, without a potency; inactive = the rest, 99 in 100 with CPE inhibition below about 2.2%; note: strong numbers were not always called active
Salmonella PhoP GFP: PhoP-dependent GFP reporter repression – Salmonella Typhimurium, primary screen (AID 1863); S. Typhimurium PhoP-regulated promoter GFP reporter, 4 h; higher % means a stronger effect; inhibition, % at 50 µM, or IC50 in µM where a hit was titrated; 0.16% of 300,000 active;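 active = inhibition over 29.93%, a cutoff 3 SD above the screen mean, later confirmed by dose response; inconclusive = inhibition over 29.93% but no dose response follow-up; inactive = inhibition at most 29.93% or unconfirmed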;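 note: 0% = low Mg2+ inducing control and 100% = high Mg2+ repressing control; strong numbers were not always called active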
Dengue-2 NS5 capping pilot replicate: second read-out of Dengue-2 NS5 capping, no call of its own (marks repeat the call); inhibition, %; measured here: pilot screen replicate inhibition
* marks the source's active call; other numbers are inactive results; ? = inconclusive; / = no result given. Compounds as they come. About 1.5% of those tested had a hit in this group.

SMILES	LYP inhibition	MgcRacGAP inhibition	Large T inhibition	Dengue-2 NS5 capping	GPR35 arrestin U2OS	RSV CPE inhibition	CSM14.1 death rescue	West Nile antiviral	Salmonella PhoP GFP	others
C/C(=C\c1cccc(Cl)c1)C(=O)c1c(C)cc(C)[nH]c1=O	-4%	4%	9%	1%	-5%	0.8%	/	-0.9%	-4%
Cc1ccccc1-c1nc(CS(=O)(=O)CC(=O)NCCCN2CCCC2)c(C)o1	-5%	-4%	-2%	0%	7%	0.2%	-1.0%	-0.2%	10%
CNC(=O)c1cc2cc(Br)ccc2s1	-5%	6%	12%	1%	14%	4.7%	/	0.0%	5%
COc1ccc(Cl)cc1NC(=O)CSc1nc(Nc2ccccc2)nc(N2CCOCC2)n1	-6%	-6%	8%	1%	9%	?	/	-0.9%	-1%
COc1ccc(CNC(=O)C2CCC(CNS(=O)(=O)c3ccccc3)CC2)cc1 (stereo not drawn)	-5%	5%	25%	-4%	10%	2.8%	/	-1.4%	-3%
Cc1nc(NCC2CC2)c2nnn(Cc3ccccc3)c2n1	1%	-1%	2%	-3%	-8%	3.7%	0.8%	-0.5%	0%
CC1CN(Cc2c(O)ccc3c(=O)c(-c4ccccc4)coc23)CC(C)O1 (stereo not drawn)	-9%	-2%	-2%	-8%	5%	2.1%	-1.0%	-0.5%	4%
Clc1ccc(CSc2nnc(-c3ccncc3)o2)cc1	-8%	11%	0%	-1%	14%	12%	-0.7%	-0.3%	1%	Dengue-2 NS5 capping pilot replicate=2.7
COc1ccc(C(=O)O/N=C(\N)c2cccc(C)c2)cc1OC	-7%	3%	7%	-12%	21%	6.3%	/	-1.5%	-7%
COCCNC(=S)Nc1ccc(S(=O)(=O)Nc2cnc3ccccc3n2)cc1	2%	3%	17%	-4%	4%	3.3%	-0.8%	0.8%	2%
CC(C)c1onc(C(=O)NC(C)c2ccccc2)c1[N+](=O)[O-] (stereo not drawn)	-8%	12%	2%	-17%	-12%	0.6%	-7.6%	0.0%	-1%
Cc1cc(C(=O)Cn2nnc3ccccc3c2=O)c(C)n1-c1c(C)n(C)n(-c2ccccc2)c1=O	-4%	8%	0%	-3%	3%	2.4%	1.8%	-0.1%	2%
CCOC(=O)C1=C(C)NC2=C(C(=O)C(C(=O)OCC)C(c3cccc(OC)c3)C2)C1c1ccccn1 (stereo not drawn)	-5%	4%	8%	3%	7%	0.4%	-1.5%	-0.3%	3%
COc1ccccc1Nc1nc(N)nc(CN2CC(C)CC(C)C2)n1 (stereo not drawn)	-9%	4%	14%	-1%	-10%	0.1%	0.1%	-0.7%	4%
CCc1ccc(OCC(=O)NC(C)C)cc1	1%	0%	6%	-8%	0%	1.5%	-1.2%	0.9%	-7%
COCCN(C(=O)COC(=O)c1ccc2[nH]c(C)c(C)c2c1)c1c(N)n(Cc2ccccc2)c(=O)[nH]c1=O	/	8%	19%	-13%	/	-1.4%	/	/	-6%
C=CCn1c(CSCc2ccccc2)nnc1SCC(=O)N1CCN(c2ccccc2)CC1	-6%	-14%	-4%	0%	13%	9.1%	1.7%	-0.8%	-1%
CCCC(=O)Nc1ccc2c(c1)nc1n2CCSC1	-2%	-1%	13%	-12%	-12%	1.1%	-0.9%	0.1%	-4%
Cc1csc(=N)n1-c1ccc(Cl)cc1	5%	3%	3%	-5%	-4%	14%	-1.3%	0.1%	21%
COc1ccc2c(c1OC)C(=O)OC2CC(=O)c1ccc2c(c1)OCO2 (stereo not drawn)	-10%	-11%	-2%	-8%	-2%	-2.4%	-1.6%	-0.2%	7%
Cc1cccc(C)c1OCC(=O)NNC(=S)NC(=O)C1CC1	-12%	3%	17%	-8%	6%	-0.3%	/	-1.0%	-3%
C#CCNC(=O)C1=C[C@H](c2ccc(C(F)(F)F)cc2)C[C@H](OCc2ccc(CO)cc2)O1	-1%	9%	18%	7%	-14%	6.8%	9.1%	-0.7%	4%
CC(=O)OCC1OC(n2ccc3ccccc32)C(OC(C)=O)C(OC(C)=O)C1OC(C)=O (stereo not drawn)	-10%	-6%	1%	-2%	-7%	0.8%	-0.8%	0.7%	-6%
CCOc1cc(OCC)cc(C(=O)NC(=S)Nc2cccc(C(F)(F)F)c2)c1	-2%	4%	-9%	8%	3%	0.0%	-1.5%	/	15%
CC(=O)Oc1ccc(C(=O)N2c3ccccc3NC(=O)C2C)cc1 (stereo not drawn)	-9%	/	25%	-11%	6%	0.2%	/	0.5%	5%
COc1ccc2c(c1)[nH]c1c(=O)n(Cc3ccccn3)cnc12	-4%	20%	1%	7%	-5%	0.3%	2.3%	-0.2%	6%
NC(=O)CSc1nnc2n(N)c(=O)c3ccccc3n12	-5%	10%	9%	-1%	10%	0.4%	/	1.0%	4%
O=C1CN(C(=O)NCC(=O)N[C@H](Cc2ccccc2)C(=O)O)c2ccccc2N1	-10%	1%	/	1%	3%	0.0%	/	-0.2%	/
COc1cc2c(cc1OC)CN(C(=O)CNS(=O)(=O)c1ccc(C)c(C)c1)CC2	-1%	8%	8%	-4%	6%	0.4%	/	0.0%	-1%
Cc1ccc(C)c(OCC(O)CNC2CCCC2)c1 (stereo not drawn)	-7%	4%	1%	-5%	-6%	-0.7%	/	-0.8%	11%
COC(=O)c1c(NC(NC(C)=O)C(Cl)(Cl)Cl)sc2c1CCCC2 (stereo not drawn)	-9%	2%	8%	-2%	-8%	1.6%	-1.5%	0.2%	3%
O=S(=O)(c1ccc(Br)cc1)N1CCCC1	2%	15%	2%	-3%	10%	0.5%	/	0.0%	2%
COc1ccc(-c2cc3nc(C)cc(NCCO)n3n2)cc1	-6%	-7%	-12%	10%	8%	2.6%	-4.2%	-0.8%	2%
Cn1c(=O)oc2cc(S(=O)(=O)N3CCc4ccccc43)ccc21	-9%	7%	5%	-9%	8%	5.6%	/	-1.0%	-7%
Cc1ccc(C(=O)Oc2cc(C)[nH]c(=O)c2[N+](=O)[O-])cc1	-8%	4%	18%	12%	-6%	-0.2%	0.4%	/	-5%
CCN(CC)S(=O)(=O)c1cccc(C(=O)N[C@H](C(=O)NCc2ccc(Cl)cc2)C(C)C)c1	-4%	-3%	14%	-2%	-2%	5.8%	-1.1%	-0.2%	-5%
CCCSC1=N/C(=C/c2ccsc2)C(=O)N1c1ccccc1	-1%	8%	-12%	-4%	-10%	5.2%	-2.6%	-2.0%	16%
COc1ccc(CN2CCN(Cc3cccc(Oc4ccccc4)c3)CC2)c(OC)c1OC	-6%	/	22%	-8%	-4%	7.6%	/	-0.7%	4%
Cc1ccc(S(=O)(=O)N2CN(Cc3ccco3)c3nc4ccccc4nc32)cc1	1%	12%	15%	2%	-1%	1.9%	-0.9%	0.1%	-23%
Cc1[nH]c2ccc(F)cc2c1CCN(Cc1cccnc1)C(=S)Nc1ccccc1	2%	7%	24%	-7%	-18%	-1.4%	3.1%	-0.7%	1%
COc1cc(OC)cc(C(=O)Nc2ccc(S(=O)(=O)Nc3cc(C)nc(C)n3)cc2)c1	-3%	/	11%	/	-7%	1.4%	-3.3%	/	10%
CCCNC(=O)COc1ccccc1[N+](=O)[O-]	-4%	8%	4%	-2%	10%	3.0%	-1.1%	-0.7%	-11%
CC(C)C(=O)Nc1ccc(C(=O)Nc2nnc(C(C)C)s2)cc1	-6%	9%	-3%	-1%	-5%	1.8%	2.7%	-0.3%	2%
COc1ccc(CC(=O)NCc2cccc(CNC(=O)Cc3ccc(OC)c(OC)c3)c2)cc1OC	-5%	7%	7%	5%	-5%	0.6%	/	-0.5%	3%
CCN1C(=O)CC(c2ccc(OC(C)C)cc2)C1=O (stereo not drawn)	-9%	/	0%	-5%	-5%	1.5%	/	-0.1%	1%
O=C(NCc1ccccc1F)c1ccc2ccccc2n1	-7%	12%	-1%	-5%	-3%	4.6%	/	0.2%	8%
O=C(O)c1ccc(CN2CCOCC2)o1	-6%	5%	7%	7%	2%	0.2%	1.1%	0.4%	-2%
O=S(=O)(c1ccccc1)N1CCN(S(=O)(=O)N2CCCCC2)CC1	-8%	0%	1%	1%	1%	0.1%	1.6%	0.1%	-16%
CSc1ccc(CN(C)C(=O)CSCC(=O)Nc2ccc(C)cc2)cc1	/	3%	25%	1%	/	11%	/	/	1%
CCOC(=O)Cc1nc2ccccc2n(CC#N)c1=O	1%	7%	4%	-16%	6%	1.9%	/	0.4%	-10%
CCCn1nc2cc(C(=O)NCc3ccc4c(c3)OCO4)ccc2c1OCC	-15%	10%	-3%	-4%	-7%	-0.1%	-1.1%	-0.5%	2%
Cn1ccnc1SCC(=O)Nc1ccc(F)c([N+](=O)[O-])c1	-5%	8%	8%	-3%	-12%	2.5%	0.0%	-0.6%	7%
COc1ccc(-c2noc(CCCC(=O)Nc3ccc(C(N)=O)cc3)n2)cc1	-5%	1%	12%	-6%	17%	0.4%	-0.3%	-0.4%	-4%
COC(=O)c1cc(/C=C/c2ccccc2)[nH]n1	-7%	12%	-2%	7%	9%	0.1%	/	-1.0%	-3%
COC(=O)Cc1cc(=O)[nH]c(Nc2nc3ccccc3o2)n1	6%	9%	15%	7%	16%	2.6%	-3.3%	0.1%	-14%
COc1cccc(C2C3=C(CCCC3=O)Nc3nc(-c4cc(OC)c(OC)c(OC)c4)nn32)c1 (stereo not drawn)	-4%	9%	2%	-4%	12%	-1.3%	-0.6%	2.3%	6%
CNC(=S)N(Cc1cc2cc(C)cc(C)c2[nH]c1=O)C1CCCC1	-2%	3%	8%	/	-10%	0.7%	3.4%	-0.8%	6%
COc1ccc(N2CCN(CC(=O)NC(=O)NCc3ccco3)CC2)cc1	-8%	18%	17%	-2%	-10%	3.8%	12%	1.0%	-7%
COCCCNC(=O)c1ccc2c3c(onc13)-c1ccccc1C2=O	2%	17%	32%	?	-22%	/	/	-0.4%	-6%
CCOC(=O)CNC(=O)CSc1cc(C)nc2ccc(OC)cc12	-12%	9%	5%	2%	19%	0.4%	-0.3%	-0.9%	5%
CCN(CC)C(=O)CN(c1ccc(Cl)cc1)S(=O)(=O)c1ccccc1	2%	8%	7%	-10%	-17%	3.0%	0.0%	-0.4%	6%
COC(=O)C(OC(=O)c1ccc(OC)cc1)C(=O)OC	-5%	6%	-2%	-7%	-8%	1.6%	3.6%	0.6%	-12%
